# Compound activity as filed in PubChem BioAssay.
# RGS4 act – RGS4 potentiation or activation. HEK293 M3R/inducible RGS4, carbachol calcium flux Fluo4; hits give low values. B-score at 10 µM. 310,000 tested, 0.92% active. AID 463111;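 active = B-score of the integrated calcium signal more than 4 SD below the library mean, with starting fluorescence not abnormally high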;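 note: negative B-score means reduced calcium response which marks RGS4 activation or potentiation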
#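 test system = M3R-expressing HEK293 line, RGS4 induced by doxycycline | probe or stimulus = carbachol at ECmax as muscarinic agonist stimulus | timing = dye loading 30 min 37 °C, buffer rest 30 min RT | signal = calcium dye Fluo4 fluorescence | evaluation = B score from integrated fluorescence ratio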
# KCNQ1 act – potentiators or activators of human KCNQ1 potassium channel. P51787. CHO-K1 KCNQ1, thallium flux FluxOR fluorescence; hits give high values. B-score at 10 µM. 310,000 tested, 0.35% active. AID 2648;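 active = fluorescence ratio B-score, a plate-corrected score, at least three library SD, with initial intensity B-score within 5 SD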
#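 assay system = KCNQ1-transfected CHO-K1 cells | medium = assay buffer with matched DMSO | probe or stimulus = depolarizing K+/Tl+ stimulus, K2SO4 and Tl2SO4 each 12.5 mM in 5x stock | dosing = single dose | incubation = dye 90 min, compound 20 min, room temperature | detection = kinetic FluxOR fluorescence, 10 s baseline plus 110 s post-stimulus | evaluation = ratio B score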
# KCNQ1 inh – inhibitors of human KCNQ1 potassium channel. P51787. CHO-K1 KCNQ1, FluxOR thallium flux fluorescence; hits give high values. B-score at 10 µM. 310,000 tested, 1.3% active;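 active = compounds whose thallium flux B-score, printed positive for inhibition, exceeds three library SD while starting fluorescence stays within three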;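 note: channel opened by potassium depolarization with thallium stimulus after 20 min compound exposure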
# KCNK9 block – blocks the human KCNK9 two-pore domain potassium channel; B-score at 10 µM; HEK293 KCNK9, FluxOR thallium flux fluorescence; hits give low values; AID 488922; 310,000 tested, 1.2% active; Q9NPC2;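 active = ratio B-score over 3 SD below the library mean, with starting fluorescence within 5 SD of its mean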;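 note: negative B-score means less thallium flux so channel inhibition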
# hERG rescue – hERG (human) protection from proarrhythmic block; 310,000 tested, 0.51% active; CHO-hERG, FluxOR thallium flux, dofetilide IC70 present; activation (rescue from dofetilide block), less the hit threshold, % at 10 µM; Q12809;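 active = activation above the mean of controls blocked by dofetilide plus 5 SD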;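 note: thallium influx through hERG after potassium depolarization seen as dye fluorescence rise; in these data hits start at about 4.7%; inactives centre near -7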
# GSK3A inh – human GSK-3 alpha kinase inhibition. inhibition, % at 10 µM. 320,000 tested, 0.1% active. ADP-Glo luminescence, 60 min;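 in the data active = inhibition above about 50%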;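 note: GST-tagged GSK-3 alpha with peptide substrate and 25 µM ATP; 0% = DMSO neutral wells and 100% = GW8510 positive control wells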
# Target sequence (P49840 whole entry, looked up): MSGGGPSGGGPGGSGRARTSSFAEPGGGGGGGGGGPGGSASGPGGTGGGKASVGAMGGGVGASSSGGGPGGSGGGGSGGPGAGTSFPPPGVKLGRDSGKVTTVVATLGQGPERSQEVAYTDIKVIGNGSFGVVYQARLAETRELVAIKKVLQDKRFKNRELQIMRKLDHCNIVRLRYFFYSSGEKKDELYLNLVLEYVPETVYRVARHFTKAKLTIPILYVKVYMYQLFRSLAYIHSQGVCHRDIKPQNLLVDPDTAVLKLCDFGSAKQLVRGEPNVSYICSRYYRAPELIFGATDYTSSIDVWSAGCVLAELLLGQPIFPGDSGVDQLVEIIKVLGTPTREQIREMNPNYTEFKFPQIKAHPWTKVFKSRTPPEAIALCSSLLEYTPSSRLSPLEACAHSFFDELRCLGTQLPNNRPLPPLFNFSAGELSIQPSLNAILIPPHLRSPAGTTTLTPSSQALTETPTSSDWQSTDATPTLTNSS
# KCNK3 inh – human KCNK3 channel inhibition, primary screen | O14649 | CHO-KCNK3 thallium flux, FluxOR fluorescence; hits give low values | B-score at 10 µM | 340,000 tested, 0.84% active | AID 602410;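 active = B-score under library mean minus 4 SD, starting fluorescence ratio at most library mean plus 5 SD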;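 note: more negative B-score means stronger inhibition of thallium flux through KCNK3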
# HDAC3 inh – blocks human histone deacetylase 3; recombinant HDAC3, fluorogenic peptide/trypsin coupled, fluorescence; inhibition, % at 8.3 µM; 320,000 tested, 0.15% active; AID 2718; in the data active = inhibition above about 26%, passing the limit was not always enough
# PolyA inhibitor – inhibitors of polyadenylation in S. cerevisiae; S. cerevisiae SKY197-pL101 polyadenylation reporter, beta-gal luminescence; efflux-impaired pdr1/pdr3 knockout yeast; score 100 = 6 SD above DMSO; 300,000 tested, 0.02% active; calls only at 12 µM;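 active = lowest replicate activity score at least 50, where 100 means six control SD above control mean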;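 note: yeast exposed to compound for 9 h at 30 °C; higher score means more reporter readthrough which indicates perturbed polyadenylation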
# GSK3beta inhib – inhibitors of human GSK3beta kinase | P49841 | GST-GSK3beta kinase, ADP-Glo luminescence, 60 min; hits give low values | 300,000 tested, 0.038% active | activity score (negative = inhibition), % at 10 µM;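 active = more than half of replicate wells score below -50%, meaning over 50% inhibition versus plate controls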;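 note: 0% = median DMSO wells and -100% = median GW8510 positive control wells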
# Target sequence (P49841 whole entry, looked up): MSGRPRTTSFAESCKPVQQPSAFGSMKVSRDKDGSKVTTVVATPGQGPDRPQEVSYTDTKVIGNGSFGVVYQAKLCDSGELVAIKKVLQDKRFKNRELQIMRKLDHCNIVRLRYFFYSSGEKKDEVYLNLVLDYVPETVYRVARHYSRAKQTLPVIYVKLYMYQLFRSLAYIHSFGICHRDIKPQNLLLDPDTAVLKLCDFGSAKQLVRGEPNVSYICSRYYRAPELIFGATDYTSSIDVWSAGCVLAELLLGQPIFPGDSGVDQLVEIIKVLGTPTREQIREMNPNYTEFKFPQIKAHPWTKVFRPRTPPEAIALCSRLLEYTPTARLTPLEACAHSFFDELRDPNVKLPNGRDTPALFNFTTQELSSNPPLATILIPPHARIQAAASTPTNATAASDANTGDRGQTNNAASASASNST
#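 Test system – GST-tagged human GSK3beta kinase, cell-free · Incubation – 60 min enzyme reaction, room temperature · Signal – ADP-Glo luminescence · Also added – peptide substrate and ATP at 25 µM · Controls – DMSO neutral wells and GW8510 at 20 µM as positive · Buffer or medium – Tris/MgCl2 kinase buffer · Measure – Luminescence-derived activity versus plate DMSO and GW8510 wells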
# DYRK1A inh – inhibitors of rat Dyrk1A kinase; inhibition, % at 12.5 µM; AID 504441; ADP-Glo luminescence, NFATc1 peptide; 310,000 tested, 0.43% active; in the data active = inhibition above about 50%;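 note: plate controls were vehicle with enzyme for no effect and no enzyme for full effect; many of its hits are not listed in these tables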
# Active calls of the source: *; i = inactive; . = not tested or not shown. Some of the compounds tested, so the mix of outcomes need not match the whole.
no.	Structure	HDAC3 inh	GSK3beta inhib	PolyA inhibitor	KCNK3 inh	DYRK1A inh	KCNK9 block	GSK3A inh	KCNQ1 inh	KCNQ1 act	RGS4 act	hERG rescue
1	Cc1ccc(C(=O)C(C)OC(=O)c2cc3cc([N+](=O)[O-])ccc3oc2=O)cc1 (centres undefined)	1	2	i	i	-7	i	-8	i	i	i	-1
2	Cc1ccc(C2/C(=C(/O)c3ccc(Cl)cc3)C(=O)C(=O)N2CC2CCCO2)o1 (centres undefined)	-4	-3	i	i	1	i	.	i	i	i	-5
3	CCOC(=O)c1sc(C)c(C(N)=O)c1NC1=NCCCCC1	-1	-6	i	i	-4	i	5	i	i	i	-12
4	O=C(N/N=C\c1ccc(O)c([N+](=O)[O-])c1)C1COc2ccccc2O1 (centres undefined)	8	0	i	i	10	i	-2	i	i	i	-10
5	CCOC(=O)c1nc2c(=O)n(C)c(=O)n(C)c2n(C)c1=O	-3	-19	i	i	-1	i	2	i	i	i	-13
6	CCS(=O)(=O)N1Cc2ccccc2CC1C(=O)Nc1ccccc1OC (centres undefined)	0	0	.	i	7	i	-3	i	i	i	-13
7	COC(=O)Nc1ccc(OCC(=O)N2CCOCC2)cc1	-3	3	i	i	0	i	2	i	i	i	-3
8	COc1cccc(CN(Cc2ccccc2F)S(=O)(=O)c2ccc(S(=O)(=O)NCc3ccccc3)cc2)c1	0	3	i	i	-4	i	0	i	i	i	-9
9	CCOC(=O)N1CCN(C(=O)COc2ccc(Cl)cc2)CC1	2	4	i	i	.	i	-1	i	i	i	1
10	O=C(NCCN1CCOCC1)c1ccc2c(c1)ncn2C1CCCCC1	-2	-2	i	i	6	i	0	i	i	i	-6
11	CCCN(Cc1cc2ccccc2[nH]c1=O)C(=O)c1cccc([N+](=O)[O-])c1	6	-1	i	i	7	i	-4	i	i	i	-3
12	Cc1noc(C)c1C(=O)Nc1ccccn1	16	-1	i	i	0	i	-3	i	i	i	-11

# One compound at a time, as listed above. Values in the order: HDAC3 inh | GSK3beta inhib | PolyA inhibitor | KCNK3 inh | DYRK1A inh | KCNK9 block | GSK3A inh | KCNQ1 inh | KCNQ1 act | RGS4 act | hERG rescue
# COc1cccc(CN(Cc2ccccc2F)S(=O)(=O)c2ccc(S(=O)(=O)NCc3ccccc3)cc2)c1 in the list: 0 | 3 | i | i | -4 | i | 0 | i | i | i | -9
# CCS(=O)(=O)N1Cc2ccccc2CC1C(=O)Nc1ccccc1OC (centres undefined) in the list: 0 | 0 | . | i | 7 | i | -3 | i | i | i | -13
# O=C(NCCN1CCOCC1)c1ccc2c(c1)ncn2C1CCCCC1 in the list: -2 | -2 | i | i | 6 | i | 0 | i | i | i | -6

# Further compounds:
no.	Structure	HDAC3 inh	GSK3beta inhib	PolyA inhibitor	KCNK3 inh	DYRK1A inh	KCNK9 block	GSK3A inh	KCNQ1 inh	KCNQ1 act	RGS4 act	hERG rescue
13	Cc1c(C(=O)NCC(C)C)sc2nc(-c3ccc(F)cc3)cn12	-5	-4	i	i	5	i	2	i	i	i	-8
14	CC1(C)CC(=NNC(=O)c2n[nH]c3c2CCC3)CC(C)(C)N1	-5	-2	i	i	4	i	.	i	i	i	-8
15	Cc1ccc(C(=O)NCC(=O)OCC(=O)Nc2ccccc2C#N)s1	-11	3	i	i	-4	i	1	i	i	i	-16
16	COc1ccc(CC(=O)NC(=S)Nc2ccc(S(=O)(=O)NC(C)(C)C)cc2)cc1	-11	0	i	i	1	i	-1	i	i	i	-9
17	CCOc1ccc(S(=O)(=O)Nc2cc(F)ccc2F)c2cccnc12	9	-2	i	i	-1	i	-1	i	i	i	-6
18	CC(C)(C)NC(=O)NC(=O)COC(=O)C1CC(=O)N(Cc2ccccc2)C1 (centres undefined)	0	3	i	i	.	i	1	i	i	i	-2
19	Cc1ccc(CNS(=O)(=O)c2ccc(CN3C(=O)c4cccnc4C3=O)cc2)o1	1	1	i	i	-8	i	0	i	i	i	-3
20	Cc1noc(/C=C/c2nn(C)cc2Cl)c1[N+](=O)[O-]	6	-4	i	i	-2	i	8	i	i	i	-6
21	CC(C)c1ccc(NC(=O)CNCC(c2ccccc2)N(C)C)cc1 (centres undefined)	-3	0	i	i	-6	i	-2	i	i	i	-11
22	O=S1(=O)N=C(Oc2cccc3ccccc23)c2ccccc21	2	2	i	i	-2	i	-6	i	i	i	-5
23	O=C(O)CCC(=O)N1CCc2cc(S(=O)(=O)NC3CCCC3)ccc21	-3	4	i	i	-1	i	2	i	i	i	-8
24	Cc1nc(N2CCN(C(=O)c3ccco3)CC2)nc2c1C(=O)CCC2	-1	3	i	i	-6	i	-2	i	i	i	-4
25	CCN(CCCNC(=O)C1CCC(=O)N1C(C)C)c1cccc(C)c1 (centres undefined)	2	.	i	i	-3	i	-3	i	i	i	-6
26	COc1ccc(Cc2c(C)nc(N)nc2Cl)cc1	8	-1	i	i	2	i	-1	i	i	i	-7
27	O=C(O)CN1C(=O)/C(=C\c2cc(Br)ccc2OCc2ccc(F)cc2)SC1=S	4	3	i	i	2	i	-6	i	i	i	-10
28	CC(=O)N=c1scc(-c2ccccc2)n1-c1cccc(O)c1	-4	0	i	i	2	i	-1	i	i	i	-5
29	N#Cc1ccc(-c2ccccc2)nc1Sc1ccc(F)cc1	-1	-1	i	i	-3	i	1	i	i	i	-9
30	Cc1ccc(-c2cc(-c3ccco3)c(C#N)c(=O)[nH]2)cc1	-37	3	i	i	.	i	5	i	i	i	-5
31	CC(C)(C)N1CC(c2nc3ccccc3n2Cc2ccc(Cl)cc2)CC1=O (centres undefined)	-1	4	i	i	-2	i	.	i	i	i	-15
32	CCC(=O)Nc1cccc(NC(=O)COc2ccc(OC)cc2)c1	5	1	i	i	7	i	6	i	i	i	3
33	CCC(NS(=O)(=O)c1cnn(CC)c1)c1ccccc1 (centres undefined)	3	1	i	i	-3	i	-2	i	i	i	-5
34	Cc1cc(C(c2cc(C)c(N)c(C)c2)c2ccco2)cc(C)c1N	-7	0	i	i	-4	i	8	i	i	i	-12
35	NC(=O)[C@@H]1CCCNc2c(I)cc([N+](=O)[O-])cc2C(=O)N[C@@H](CO)C(=O)N[C@@H](Cc2ccc(O)cc2)C(=O)N1	6	-4	i	i	7	i	0	i	i	i	-1
36	CCOC(=O)c1c(NC(=O)CSc2ccccc2C(=O)O)sc(C)c1C	1	-25	i	i	0	i	-4	i	i	i	-1
37	Cc1cc(C)c2c(CC(=O)NN(C)C)coc2c1	-1	4	i	i	-8	i	0	i	i	i	-7
38	O=C(N/N=C/c1ccc(O)cc1)NC12CC3CC(CC(C3)C1)C2	4	0	i	i	15	i	0	i	i	i	-13
39	O=C1CC(C(=O)N(c2ccc(F)cc2)C(C(=O)NC2CCCC2)c2ccccn2)CS1 (centres undefined)	-2	0	i	i	3	i	1	i	i	i	-8
40	O=C1NC(=O)C2C3c4ccccc4C(c4ccccc43)C12 (centres undefined)	-6	0	i	i	-5	i	-1	i	i	i	-2
41	Cc1c(Cl)cccc1NC(=O)N1CCCN(c2nc(-c3ccccc3)ns2)CC1	5	-4	i	i	9	i	-2	i	i	i	-10
42	CCC(C(=O)N1CCc2ccccc2C1)n1nc(C)n2c(cc3occc32)c1=O (centres undefined)	0	1	i	i	2	i	2	i	i	i	-6
43	COc1ccc(Cc2nc3ccc(C(=O)NCCn4cccn4)cc3o2)cc1	0	3	i	i	11	i	-1	i	i	i	-5
44	O=C(Cn1cnc2c(nnn2-c2ccccc2)c1=O)N1CCC(Cc2ccccc2)CC1	.	2	i	i	-3	i	-1	i	i	i	-7
45	CCCCCC(C)NC(=O)c1ccoc1C (centres undefined)	-1	0	i	i	-3	i	-3	i	i	i	-9
46	FC(F)(F)c1cccc(OCCN2CCN(Cc3ccccc3)CC2)c1	-1	3	i	i	-9	i	-4	i	i	i	-6
47	COc1ccc(-c2nnc3n2CCCCC3)cc1	-2	-3	i	i	4	i	-1	i	i	i	-5
48	CCc1nn(C(C)C(=O)NCCc2ccccc2)c(=O)c2cc3occc3n12 (centres undefined)	-1	0	i	i	2	i	-11	i	i	i	-4
49	CCCN(CC1CC1)S(=O)(=O)c1ccc(S(N)(=O)=O)cc1	6	-3	i	i	2	i	-4	i	i	i	-8
50	COc1ccc(Cl)cc1NS(=O)(=O)c1c(C)[nH]c(C)c1C(=O)N1CCCCC1	1	2	i	i	3	i	0	i	i	i	-11
51	CC(=O)c1ccc(N2CCN(Cc3nc4ccccc4[nH]3)CC2)cc1	5	3	i	i	-3	i	1	i	i	i	-12
52	CCCN(CCC)C(=O)Cn1c(=O)c2sccc2n2c(=S)sc(-c3ccccc3)c12	5	2	i	i	-2	i	-2	i	i	i	-11
53	CCC1=C(c2cc(OC)c(OC)c(OC)c2)C2(CCCC2)C(=O)O1	-2	3	i	i	8	i	2	i	i	i	-6
54	CCNC(=O)O/N=C1\CCCCC1c1ccc([N+](=O)[O-])cc1[N+](=O)[O-] (centres undefined)	3	-2	i	i	6	i	0	i	i	i	-7
55	O=C(COC(=O)CCCSc1nc2ccccc2[nH]1)NC(=O)NC1CCCC1	-6	-6	i	i	4	i	-5	i	i	i	-6
56	CCc1ccc(N2CC(C(=O)OCC(=O)Nc3cc(C)on3)CC2=O)cc1 (centres undefined)	6	0	i	i	-4	i	-1	i	i	i	-7
57	COc1ccc(C)cc1NC(=O)C(=O)c1cn(CC(=O)N2CCCC2)c2ccccc12	3	2	i	i	-3	i	0	i	i	i	-8
58	CCOc1ccccc1NC(=O)n1ncc2c(C)cccc21	4	0	i	i	-1	-13*	-2	i	i	i	-12
59	COc1cccc(/C=N/NC(=O)c2ccoc2C)c1O	7	0	i	i	19	i	7	i	i	i	-14
60	Cc1cccc(N(C(=O)c2snc(C(N)=O)c2N)C(C(=O)NC2CCCC2)c2ccco2)c1 (centres undefined)	.	4	i	i	4	i	.	i	i	i	-6
61	C/C(=N\NC(=O)CO/N=C(\C)c1cccs1)c1ccc(N)cc1	1	0	i	i	-2	i	9	i	i	i	-3
62	COc1ccc(CCNC(=O)COc2cc(O)c3c(c2)OC(C)(C)CC3=O)cc1OC	4	0	i	i	1	i	12	i	i	i	-9
